# MsrA inhibitor: inhibitors of bovine MsrA. purified bovine MsrA, absorbance read-out. inhibition, % at 15.5 µM. 0.75% of 360,000 active. AID 651718; in the data active = inhibition above about 4.5%;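 also: 0% = vehicle wells with enzyme and 100% = reference inhibitor wells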
# MT1-MMP act inh: blocks activation of human MT1-MMP; P50281; HT1080 RFP-PRO-GFP cells, GFP/RFP ratio fluorescence, overnight; percent of plate control window, DMSO zero; GFP/RFP ratio change, % at 20 µM; 0.061% of 360,000 active;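 active = GFP/RFP ratio change of at least 30% with cell ATP level not reduced by more than half and red fluorescence within 50% of control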; also: strong numbers were not always called active
#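 Material – HT1080 RFP-PRO-GFP cells · Control set – DMSO wells and RFP-L50D-GFP cells · Incubation – overnight cell settling, then overnight compound exposure, 37 °C, 5% CO2 · Compound dosing – single-point 20 µM compound, 1% DMSO · Read-out – GFP/RFP fluorescence ratio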
# MsrA act: activates bovine MsrA enzyme; purified bovine MsrA, absorbance read-out; activation, % at 10.6 µM; 0.3% of 360,000 active; AID 602163; in the data active = activation above about 7.5%;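 also: 0% = vehicle and 100% = reference activator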
# PABP1 MLLE inh: blocks PAM2 peptide binding to the PABP1 MLLE domain; 0.36% of 360,000 active; inhibition, % at 20 µM; P11940; GST-MLLE / FITC-PAM2 fluorescence polarization; in the data active = inhibition above about 35%, passing the limit was not always enough;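 also: plate controls were DMSO wells with GST-MLLE for no effect and wells lacking GST-MLLE protein for full effect; some results filed as inactive read as strong as hits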
# Target sequence (P11940 whole entry, looked up, the tested form may be a part): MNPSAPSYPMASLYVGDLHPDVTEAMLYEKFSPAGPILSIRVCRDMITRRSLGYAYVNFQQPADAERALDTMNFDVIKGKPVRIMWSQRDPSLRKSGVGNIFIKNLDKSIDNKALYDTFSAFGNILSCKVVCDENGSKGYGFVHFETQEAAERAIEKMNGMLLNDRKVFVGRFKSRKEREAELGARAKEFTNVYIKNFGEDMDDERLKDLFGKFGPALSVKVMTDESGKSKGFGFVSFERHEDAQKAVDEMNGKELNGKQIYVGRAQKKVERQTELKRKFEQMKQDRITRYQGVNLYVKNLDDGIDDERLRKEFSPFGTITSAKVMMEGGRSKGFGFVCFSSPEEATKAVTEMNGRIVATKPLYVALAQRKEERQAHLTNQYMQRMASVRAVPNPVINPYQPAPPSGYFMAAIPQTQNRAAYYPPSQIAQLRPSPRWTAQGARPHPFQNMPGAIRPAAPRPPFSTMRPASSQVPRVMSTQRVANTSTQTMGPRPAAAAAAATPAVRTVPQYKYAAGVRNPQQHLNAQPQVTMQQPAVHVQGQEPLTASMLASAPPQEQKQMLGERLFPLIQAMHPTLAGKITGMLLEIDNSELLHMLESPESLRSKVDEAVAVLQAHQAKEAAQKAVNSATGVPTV
# FAS-TE inh: blocks the thioesterase domain of human fatty acid synthase. P49327. recombinant FAS-TE, OMFH fluorogenic substrate, fluorescence endpoint. inhibition, % at 15 µM. 0.67% of 360,000 active. AID 602261;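 active = compounds whose normalised, plate-corrected inhibition of enzyme fluorescence in the single-dose primary screen is 50% or more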;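 also: 0% = DMSO with enzyme and 100% = substrate without enzyme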
# CendR NRP1 mod: modulators of CendR peptide binding to human neuropilin-1; O14786; FAM-RPARPAR peptide binding to NRP-1, fluorescence polarization; inhibition, % at 25 µM; 0.85% of 360,000 active; AID 602438;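 active = inhibition or corrected inhibition above about 18%, plus a signal ratio from 0.5 to 1.5, limit read from the data, passing the limit was not always enough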; also: strong numbers were not always called active
# Tb MetRS inh: blocks T. brucei methionyl-tRNA synthetase activity; 0.4% of 360,000 active; inhibition, % at 11.9 µM; purified T. brucei MetRS, ATP depletion, Kinase-Glo luminescence;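 active = inhibition above a per-plate cutoff of the control wells' mean inhibition plus 3 SD, cut at about 5.5% in these data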;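 also: 0% = DMSO wells median and 100% = median of wells with control inhibitor compound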
#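 Test system: purified T. brucei MetRS enzyme. Also added: ATP, methionine and E. coli bulk tRNA substrates. Compound: 11.9 µM single point. Schedule: 15 min enzyme-compound preincubation, 2 h reaction, 10 min detection, 25 °C. Signal: luciferase luminescence of residual ATP, Kinase-Glo. Evaluation: percent inhibition versus plate control medians. Controls: DMSO wells, low control.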
# eLon inh: E. coli protease La inhibition. P0A9M0. purified E. coli Lon protease, fluorescence polarization. inhibition, % at 7.94 µM. 0.42% of 360,000 active. AID 602123; in the data active = inhibition above about 13%, passing the limit was not always enough;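 also: 0% = enzyme with probe and DMSO and 100% = no enzyme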
# SKN-1 inh: blocks SKN-1 activity in C. elegans | inhibition, % at 21.8 µM | 0.49% of 360,000 active | C. elegans VP596 Pgst-4::GFP/RFP ratio, acrylamide-induced, 24 h;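 active = interference check ratio from 0.5 to 1.5 plus GFP to RFP signal ratio inhibition reaching or exceeding a fixed threshold, cut at about 30% in these data, passing the limit was not always enough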; also: some compounds called inactive have numbers as strong as hits
# An asterisk follows results filed as active; . = not tested or not shown.
SMILES	MsrA inhibitor	FAS-TE inh	eLon inh	MT1-MMP act inh	CendR NRP1 mod	MsrA act	SKN-1 inh	Tb MetRS inh	PABP1 MLLE inh
O=C(Nc1ccccc1F)c1cc(S(=O)(=O)N2CCOCC2)cs1	0.6	-2	4	-4	3	-7	1	-0.7	0
CC(NC(=O)C1CCN(C(=O)Nc2ccccc2)CC1)c1ccc(Cl)cc1 (stereo not drawn)	-1.3	-2	-2	1	-6	1	-9	-0.3	-5
O=C(COc1ccccc1)NC(NC(=S)Nc1ccccc1C(=O)O)C(Cl)(Cl)Cl (stereo not drawn)	1.0	4	0	-4	10	-8	14	-1.1	29
Cc1nnc(SCC(=O)N(CC(C)C)C2CCS(=O)(=O)C2)n1N (stereo not drawn)	0.3	-6	-1	3	0	-3	12	0.0	9
O=C(CCCN1C(=O)NC2(CCCC2)C1=O)Nc1ccc(Cl)c(S(=O)(=O)N2CCOCC2)c1	0.0	-8	-4	1	2	-5	15	-0.2	-8
Cc1cccc(C2CC(c3ccccc3)Nc3nc(N)nn32)c1 (stereo not drawn)	-1.7	-2	8	4	0	-3	4	1.1	-2
Cn1c(N/N=C/c2cc3ccccc3nc2Cl)nc2ccccc21	0.8	-5	-82	-24	-77	-3	4	-0.4	-117
Nc1cc(C(=O)c2cccs2)ccc1Cl	0.5	0	-8	3	2	-2	8	-0.3	-10
CC(NC(=O)Nc1ccc(F)cc1F)c1ccc2c(c1)OCO2 (stereo not drawn)	-0.6	4	-8	0	15	-1	-11	0.0	0
CCOc1ccccc1NC(=O)CSc1nnnn1-c1ccccc1	-0.6	8	1	3	6	-2	2	-1.1	-8
COc1ccc(/C=C/C(=O)O)cc1S(=O)(=O)Nc1ccc2c(c1)OCO2	0.1	-2	3	0	26*	-2	1	-0.4	8
CCN(CC(=O)NCc1cccs1)CC(=O)Nc1ccc(C(N)=O)cc1	-0.9	-5	-7	-3	-1	-3	-1	-0.1	3
O=C(Cn1c(-c2ccccc2)c[n+]2ccsc12)c1ccc([N+](=O)[O-])cc1	0.4	-2	-3	-9	1	-1	13	-0.4	4
Cc1ccc(NC(=S)N2CCN(S(C)(=O)=O)CC2)cc1Cl	0.4	-6	1	1	7	-3	-2	0.7	-47
COc1ccc(-n2c(SCC(=O)Nc3cccc(C(=O)O)c3)nnc2-c2ccco2)cc1	-0.6	-7	7	-1	-4	1	10	-0.3	-23
O=C(NNC(=O)c1cccc2ccccc12)c1cccc(Cl)c1	-0.4	-2	0	9	12	-1	13	0.3	-2
CC(C)CC(=O)Nc1nnc(CCc2ccccc2)s1	-0.1	-1	3	1	8	-3	1	-0.2	-6
CCOC1=C2[C@@H](CN(S(=O)(=O)c3ccc(C)cc3)[C@H]2c2ccccc2)[C@H]2C(=O)N(c3ccccc3)C(=O)[C@H]2C1	0.2	28	-2	0	-6	-9	1	-1.0	4
O=C(CCS(=O)CCC(=O)NCc1ccccc1)NCc1ccccc1	0.5	-15	-1	.	0	-14	-19	-1.2	19
CCC(C)C(CO)NCCCn1ccc(NC(=O)OCc2ccccc2)nc1=O (stereo not drawn)	-1.6	-9	-5	6	-6	-7	-2	1.4	12

# Structures above containing fluorine, in the order listed:
SMILES	MsrA inhibitor	FAS-TE inh	eLon inh	MT1-MMP act inh	CendR NRP1 mod	MsrA act	SKN-1 inh	Tb MetRS inh	PABP1 MLLE inh
O=C(Nc1ccccc1F)c1cc(S(=O)(=O)N2CCOCC2)cs1	0.6	-2	4	-4	3	-7	1	-0.7	0
CC(NC(=O)Nc1ccc(F)cc1F)c1ccc2c(c1)OCO2 (stereo not drawn)	-0.6	4	-8	0	15	-1	-11	0.0	0

# The listing continues:
SMILES	MsrA inhibitor	FAS-TE inh	eLon inh	MT1-MMP act inh	CendR NRP1 mod	MsrA act	SKN-1 inh	Tb MetRS inh	PABP1 MLLE inh
Cc1cc(C(=O)Nc2cccc(/C=C/C(=O)O)c2)c(C)o1	-0.4	-3	-3	-1	5	-2	-6	-0.5	5
COc1ccc(C(CNS(=O)(=O)c2ccc(NC(C)=O)c(OC)c2)N2CCCCC2)cc1 (stereo not drawn)	-0.8	-7	-11	-7	-1	-1	8	0.1	7
CC1CCCCC1NS(=O)(=O)c1ccc(-n2cnnn2)cc1 (stereo not drawn)	-0.7	-1	7	2	-9	-10	-13	-0.3	-11
CCCn1c(SCC(=O)NC2CCCCC2)nnc1C1CC1	-0.6	-5	2	-1	8	-3	16	-0.5	19
CC(=O)N1CCSc2ccc(S(=O)(=O)NCc3ccc(F)cc3)cc21	0.8	-3	-6	0	5	-1	7	-0.1	13
COCCNC(=O)C1(C)CCCN(C(=O)c2cccc(Cl)c2)C1 (stereo not drawn)	1.6	-7	-1	-2	4	0	13	-0.1	-1
CCOC(=O)C(CC)Sc1nc2c(cnn2-c2ccc(F)cc2)c(=O)[nH]1 (stereo not drawn)	-1.1	2	3	5	4	1	-1	0.2	1
CC(C(=O)Nc1cccnc1)N1C(=O)c2ccccc2C1=O (stereo not drawn)	1.3	-9	2	-2	9	-2	0	-0.5	-9
Cc1cccc(N=Nc2c(C)[nH]n(-c3ccccc3)c2=O)c1	-0.3	22	-2	8	2	-6	8	0.1	9
Cc1cccc(-n2nc3c(c2NC(=O)C(C)C)CS(=O)(=O)C3)c1C	-1.1	-6	2	-3	-1	-3	-23	-0.9	3
Cc1cc(C)cc(C(=O)NCC(=O)OCc2nc(N)nc(Nc3ccccc3C)n2)c1	-0.2	-1	-9	5	0	-2	4	-0.3	1
CC(C)C(NS(=O)(=O)c1cccs1)C(=O)NCCN1CCN(c2ccccc2)CC1 (stereo not drawn)	.	-6	0	-3	6	-5	13	-0.7	5
CC(C)(C)c1ccc(C(=O)N/C(=C\c2cccs2)C(=O)NCc2ccco2)cc1	1.0	12	-9	7	4	0	18	-0.5	14
CC(C)n1c(-c2ccc(C(C)(C)C)cc2)n[nH]c1=S	-0.7	2	-4	-1	2	2	5	-0.1	0
Cc1ccc(NC(=O)C(=O)NCCOc2ccccc2Cl)cc1	-0.1	-2	-6	-5	-3	-6	-13	-0.3	3
Clc1ccc(Nc2ncnc3c2cnn3-c2ccccc2)cc1	0.3	28	-1	-6	-10	-2	37*	0.5	-4
O=C(Nc1ccccc1-c1ccccc1)c1ccccc1	-0.8	-1	7	-1	5	-10	9	-1.7	-8
Cc1cc([N+](=O)[O-])nn1CCC(=O)NC1CCCCCC1	-1.1	-9	-9	4	-1	-1	7	0.5	-7
CCn1cc(/C=C(\NC(=O)c2ccccc2)C(=O)NCCCN2CCOCC2)c2ccccc21	4.7*	-3	-5	1	-2	-3	12	0.1	3
CN(C)S(=O)(=O)c1cccc(COC(=O)c2ccc(Cl)cc2O)c1	-0.3	18	2	-3	3	-7	-9	-0.3	2
N#C/C(=C\c1c(F)cccc1Cl)S(=O)(=O)c1ccccn1	1.7	-9	0	-12	-3	-6	-10	-1.1	16
O=c1cc(N2CCC3(CC2)OCCO3)[nH]c(=O)n1-c1ccc(Br)cc1	-0.5	-7	4	0	7	-4	-3	-0.4	8
O=C(NC1CCCC1)c1cccc(NC(=O)c2ccco2)c1	-0.2	-3	0	0	22	2	-3	0.6	-2
CCOC(=O)C/C(C)=N\Nc1nc(-c2ccccc2)cs1	-0.4	1	12	.	7	-13	-13	-1.5	22
C#CCOCCOCCOCCNc1nc(N2CCN(C(=O)C([C@@H](C)CC)n3cc(C(N)CO)nn3)CC2)nc(N2CCN(C(=O)[C@H](CCC(=O)O)n3cc(C(N)CC(C)C)nn3)CC2)n1 (stereo partly drawn)	.	-8	2	-1	1	0	18	-0.4	-5
CC[C@@H](NS(=O)(=O)c1ccc(C)cc1)C(=O)Oc1ccc2c3c(c(=O)oc2c1)CCC3	0.5	25	-26	-2	-54	-3	-4	-0.6	-4
COc1cc(NC(=O)C2CC(=O)NC3=C2C(=O)CCC3)cc(OC)c1 (stereo not drawn)	0.4	-6	1	-1	1	-3	-8	-0.4	5
CNC(=O)Cn1nc(-c2ccc(C)c(S(=O)(=O)N(C)C)c2)c2ccccc2c1=O	1.7	0	5	-1	-3	5	-10	-0.2	2
CCCOc1ccc(C(=O)C(c2ccccc2)N2CCOCC2)cc1 (stereo not drawn)	1.6	0	-1	4	6	-4	2	0.5	7
COc1ccccc1NC(=S)NC(=O)c1ccc(-c2ccc(Cl)cc2)o1	0.3	22	-9	8	0	-1	6	-0.1	29
CCOC(=O)c1c(C)nsc1NC(=O)c1ccco1	0.6	9	-3	-2	-3	-1	13	0.0	-17
CCN1C(=O)c2cccc3c(NC(=O)c4ccc(S(=O)(=O)N(C)C)cc4)ccc1c23	1.6	-6	-6	7	-16	-4	7	0.0	-27
Cc1ccc2cc(CN(Cc3ccco3)C(=O)c3ccco3)c3nnnn3c2c1	-0.7	-2	-4	-4	7	-4	4	-0.3	-10
CCCCn1c(N)c(N(CCC(C)C)C(=O)c2ccccc2-n2cnnn2)c(=O)[nH]c1=O	-1.2	-7	-4	-2	9	-2	4	0.2	7
O=C(CN1C(=O)NC2(CCCCCC2)C1=O)c1cccs1	0.1	-6	-10	-4	0	-3	5	-0.3	-1
CCOC(=O)[C@@H]1[C@H]2COc3ccccc3[C@@H]2N2C(=O)N(c3ccc(C)cc3)C(=O)[C@]12C	.	1	10	1	5	0	-10	-0.3	2
CC(=O)NC1CCC(C(=O)O)(c2ccccc2)C1 (stereo not drawn)	0.8	-6	-2	5	3	0	4	0.1	6
Cn1nccc1C(=O)NCCN1C(=O)OC(C)(C)C1(C)O (stereo not drawn)	-1.3	-12	-5	0	-21	1	-19	-0.2	8
CCCCN1CC(=O)N2[C@H]3c4cc(Cl)ccc4OC[C@@H]3[C@H](C(=O)OCC)[C@]2(C)C1=O	-0.4	0	3	0	15	-9	-6	-0.6	5
O=C(O)C(c1ccccc1)N1C(=O)/C(=C\c2ccc(O)c(O)c2)SC1=S (stereo not drawn)	1.7	6	-35	6	-126	-4	24	1.1	-65
COc1ccc2c(C#N)c3ccccn3c2c1	-0.7	7	3	-19	16	-3	0	0.7	54*
COc1ccc(-c2sc(C(=O)c3ccc(Cl)cc3Cl)cc2CC(=O)O)cc1	4.2	-18	-1	-3	-2	-1	-6	-0.2	-27
CCC(CO)NCCNC(CC)CO (stereo not drawn)	-0.7	-4	1	0	1	-3	-15	-0.9	2
Cc1cc(C)c2cccc(NC(=S)NC(=O)c3ccccc3)c2n1	0.5	16	-4	0	-2	-8	-6	-1.2	32
COc1ccc(NC(C)=O)cc1S(=O)(=O)N1CCN(C/C=C/c2ccccc2)CC1	0.2	-2	-8	-1	1	-1	-2	-0.1	1
O=c1ccc(Br)c[nH]1	-0.7	3	14	-13	-3	0	17	-0.8	0
CC1(c2ccc(Cl)cc2)NC(=O)N(CC(=O)Nc2ccc(F)cc2)C1=O (stereo not drawn)	0.3	1	-12	2	-3	-3	-3	-0.6	2
COc1ccc(OC)c(S(=O)(=O)N2C(C)CCCC2C)c1 (stereo not drawn)	1.1	-8	-8	2	3	-5	-2	-0.7	28

# Screens (PubChem)
